# Screening results (PubChem)
# Menin MLL FP TR: menin-MLL binding inhibition, Texas Red mutant peptide; O00255; Menin + Texas Red MLL mutant peptide, fluorescence polarization; Potency, µM (top dose mostly 61.6 µM), without a hit: at the top dose FP activity change, negative = inhibition, actives largely listed as inhibitors; hit rate 0.23% among 270,000; AID 1768; active = well fitted inhibition curve with a large enough effect in the polarisation, with a control signal flat, not every such curve was filed as active; inconclusive = small, poorly fitted or top-dose-only effect, or effect the other way, or a change in a side signal; inactive = no such curve, though single readings can be large or run the other way; the % refers to the polarisation; also: potency is read from the fitted curve at half-maximal effect; % of control where 0% means no effect; many of its hits are not listed in these tables
# Target sequence (O00255 whole entry, looked up): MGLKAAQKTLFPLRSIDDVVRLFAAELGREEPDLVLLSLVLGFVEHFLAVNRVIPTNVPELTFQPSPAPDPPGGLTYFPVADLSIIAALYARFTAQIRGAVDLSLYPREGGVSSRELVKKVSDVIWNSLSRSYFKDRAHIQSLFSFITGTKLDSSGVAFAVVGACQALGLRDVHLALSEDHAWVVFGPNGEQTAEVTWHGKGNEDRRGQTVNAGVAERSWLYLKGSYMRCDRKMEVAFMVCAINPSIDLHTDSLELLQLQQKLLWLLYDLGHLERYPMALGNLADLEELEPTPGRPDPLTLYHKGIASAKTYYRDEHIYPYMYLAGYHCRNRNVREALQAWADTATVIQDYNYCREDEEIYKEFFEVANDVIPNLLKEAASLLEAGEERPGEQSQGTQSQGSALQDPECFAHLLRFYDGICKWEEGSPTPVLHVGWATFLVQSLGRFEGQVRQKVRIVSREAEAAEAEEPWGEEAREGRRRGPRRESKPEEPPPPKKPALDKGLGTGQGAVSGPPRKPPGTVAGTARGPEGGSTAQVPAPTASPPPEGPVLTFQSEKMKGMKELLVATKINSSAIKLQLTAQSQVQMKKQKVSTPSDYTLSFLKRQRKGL
# KCNH2 3.1 block: KCNH2 3.1 (human) potassium channel inhibition. AID 720553. U2OS KCNH2 3.1, thallium flux FluxOr; active compounds read low. hit rate 0.95% among 340,000. activity change, % (tested at about 1.8 µM);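 active = maximum activity change below -70%; inconclusive = maximum activity change from -70% to -50%; inactive = maximum activity change above -50%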;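 also: thallium influx rate constant from kinetic fluorescence after stimulation buffer; % is scaled to controls: 0 for no effect and ±100 for the full control effect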
#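 Steps: virus added to U2OS suspension (4 h, RT, dark); medium with 10% FBS added, cells plated, 37 C overnight; FluxOr/Red40 loading buffer 45 min RT; stimulation buffer, 2 min kinetic read; rate constant normalized.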
# ELG1 DNA repair: ELG1-dependent DNA repair inhibition. Potency, µM (highest dose often 46.1 µM), inactives show at the top dose activity change, negative = inhibition, hits mostly inhibitors. AID 504467. HEK293T ELG1-luciferase reporter, luminescence, 16 h; DNA damage induced by 5-fluorouridine. hit rate 2.3% among 330,000; also: potency is read from the fitted curve at half-maximal effect; % is scaled to controls: 0 for no effect and ±100 for the full control effect; nearly all actives have a fitted effect of over 55% in size
#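 Quantitative HTS, concentration-response format. 2,000 cells/well co-treated with 5-fluorouridine and compound, 16 hr in 5% CO2 at 37 °C; ONE-Glo luminescence read after 30 min.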
# Mito fusion act: blocks mitochondrial division or promotes mitochondrial fusion | hit rate 0.23% among 320,000 | S. cerevisiae fusion-defective mutant growth rescue, CellTiterGlo 48 h | Potency, µM (series often up to 46.1 µM), inactives show at the highest dose growth rescue (activation), actives largely listed as activators;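 also: potency is read from the fitted curve at half-maximal effect; % of control where 0% means no effect; nearly all actives have a fitted effect of over 45% in size; temperature-sensitive fusion mutants such as fzo1-1 at 37 °C on non-fermentable ethanol glycerol medium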
#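 Yeast fusion mutant, YPEG (non-fermentable carbon), compound, 48 h at 37C non-permissive; CellTiterGlo added, 10 min RT, luminescence read. Rescued growth = division inhibition.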
# PKM2 activator: increases activity of human pyruvate kinase M2; P14618; purified PKM2, Kinase-Glo ATP luminescence, activation; response scale: 0% is enzyme alone, no compound; Potency, µM (titrated, usually from 57.5 µM), without a hit: at the highest dose activation, most hits filed as activators; hit rate 0.34% among 260,000; AID 1631; also: potency is read from the fitted curve at half-maximal effect; % is scaled to controls: 0 for no effect and ±100 for the full control effect; nearly all actives have a fitted effect of over 55% in size
# Target sequence (P14618 whole entry, looked up): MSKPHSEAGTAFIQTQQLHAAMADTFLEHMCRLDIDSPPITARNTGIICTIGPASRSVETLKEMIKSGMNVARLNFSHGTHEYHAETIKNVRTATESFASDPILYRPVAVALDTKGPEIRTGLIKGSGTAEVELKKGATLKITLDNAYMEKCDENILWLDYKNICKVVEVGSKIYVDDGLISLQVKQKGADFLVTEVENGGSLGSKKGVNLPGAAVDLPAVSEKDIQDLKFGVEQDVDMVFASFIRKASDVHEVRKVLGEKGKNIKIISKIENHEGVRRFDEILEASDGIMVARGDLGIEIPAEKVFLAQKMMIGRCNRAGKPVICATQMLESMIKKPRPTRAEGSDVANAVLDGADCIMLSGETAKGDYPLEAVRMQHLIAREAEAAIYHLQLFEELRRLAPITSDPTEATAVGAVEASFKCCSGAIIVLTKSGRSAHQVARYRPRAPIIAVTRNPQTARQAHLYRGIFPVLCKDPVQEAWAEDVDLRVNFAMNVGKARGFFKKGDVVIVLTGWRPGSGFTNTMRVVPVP
#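 hPK-M2, >95% pure; 0.1 mM ADP / 0.5 mM PEP final; imidazole pH7.2 buffer w/ 7 mM MgCl2, 50 mM KCl; 1 h RT; Kinase-Glo lum. Intermediate enzyme activity for dual inhibitor/activator qHTS.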
# RORgamma inh: ROR gamma (mouse) transcription inhibition | P51450 | Drosophila S2 Gal4-RORgamma UAS-luciferase reporter, 20 h | Potency, µM (series often up to 53.6 µM), for inactives: top-dose activity change, negative = inhibition, most hits filed as inhibitors | hit rate 5.4% among 310,000 | AID 2551; also: potency is read from the fitted curve at half-maximal effect; % is scaled to controls: 0 for no effect and ±100 for the full control effect; nearly all actives have a fitted effect of over 60% in size
#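 Luciferase reporter read in Schneider cells carrying Gal4-RORγ (mouse) and UAS-Photinus luciferase; cells given compound 1 h before 700 uM copper sulfate induction, then incubated 20 h at ambient temperature.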
# MBNL1-CUG inh: blocks human MBNL1 binding to CUG repeat RNA. Q9NR56. TR-FRET MBNL1-His/biotin-(CUG)12 binding, 665/545 ratio. Potency, µM (titrated, usually from 57.5 µM), without a hit: at the highest dose activity change, negative = inhibition, actives largely listed as inhibitors. hit rate 0.036% among 280,000. AID 2675; active = well fitted inhibition curve with a large enough effect in the signal ratio, with a control signal flat, not every such curve was filed as active; inconclusive = small, poorly fitted or top-dose-only effect, or effect the other way, or a change in a side signal; inactive = no such curve, though single readings can be large or run the other way; the % refers to the signal ratio; also: potency is read from the fitted curve at half-maximal effect; % is scaled to controls: 0 for no effect and ±100 for the full control effect
#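 His-tagged MBNL1 binding to biotinylated (CUG)12 RNA was measured by TR-FRET using terbium anti-His antibody (0.055 ng/ul final) and streptavidin-XL665 (5 nM final). Compounds were titrated 92 nM to 58 uM; 60 min at room temperature.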
# Rab9 promoter act: Rab9 promoter activation. Huh7 Rab9 promoter-luciferase reporter, luminescence, 24 h. Potency, µM (highest dose often 9.22 µM), for the others: top-dose activation, negative = inhibition, hits mostly activators. hit rate 2.8% among 320,000. AID 485297; also: potency is read from the fitted curve at half-maximal effect; % of control where 0% means no effect; nearly all actives have a fitted effect of over 60% in size
#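 Measured in stably transfected Huh7 cells bearing a Rab9 promoter–luciferase construct: 24 h compound treatment at 37 °C, followed by luminescence detection.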
# Gal4-VP16 FLuc: inhibits Gal4-VP16 luciferase reporter, ROR gamma counter-screen | Drosophila S2 Gal4-VP16 UAS-luciferase, luminescence, 20 h | Potency, µM (top dose mostly 53.6 µM), without a hit: at the highest dose activity, negative = inhibition, actives largely listed as inhibitors | hit rate 3.5% among 310,000 | AID 2546;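 also: Gal4-VP16 expression switched on by copper sulfate through the metallothionein promoter; potency is read from the fitted curve at half-maximal effect; % is scaled to controls: 0 for no effect and ±100 for the full control effect; nearly all actives have a fitted effect of over 50% in size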
# FLuc counter: inhibits or activates purified firefly luciferase, miR-21 counter-screen; P08659; purified FLuc, Km substrates, luminescence inhibition; Potency, µM (series often up to 57.5 µM), without a hit: at the highest dose activity change, negative = inhibition, hits mostly inhibitors; hit rate 6.9% among 360,000;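 also: potency is read from the fitted curve at half-maximal effect; plate controls were vehicle for no effect and reference inhibitor for full effect; nearly all actives have a fitted effect of over 55% in size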
#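 Biochemical qHTS of compounds, final roughly 60 µM downward over six points, against 10 nM purified firefly luciferase using Km concentrations of substrates (10 uM D-luciferin, 10 uM ATP) in Tris acetate pH 7.5 buffer; luminescence output.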
# NPC1 promoter act: activators of NPC1 promoter; Huh7 NPC1 promoter luciferase reporter, 24 h; Potency, µM (series often up to 9.22 µM), without a hit: at the highest dose activation, usual class: activators; hit rate 2.4% among 320,000; AID 485313;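 also: potency is read from the fitted curve at half-maximal effect; % of control where 0% means no effect; nearly all actives have a fitted effect of over 60% in size; reporter is driven by a mutant NPC1 promoter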
#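 Cells: Huh7 expressing luciferase under the NPC1 promoter, 1500/well. Seeded 2 h, compound added, incubated 24 h at 37 °C. Luciferase reagent, 10 min ambient, then luminescence.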
# An asterisk follows results filed as active; ? = inconclusive; / = not tested or not shown; & = joins results of further samples; [ ] = another dose, or the depositor's remark. Unless noted, calls follow the shape of the dose curve; as a rule, active = well fitted curve in the direction sought with a large enough effect; inconclusive = small, poorly fitted or top-dose-only effect, or another doubt; inactive = no such curve, though single readings can be large; an effect the other way counts as inactive or inconclusive. An excerpt, so the mix of outcomes need not match the whole.
SMILES,Menin MLL FP TR,KCNH2 3.1 block,ELG1 DNA repair,Mito fusion act,PKM2 activator,RORgamma inh,MBNL1-CUG inh,Rab9 promoter act,Gal4-VP16 FLuc,FLuc counter,NPC1 promoter act
Cc1ccc(-c2nc(=O)[nH]c3ccc(Br)cc23)cc1,7.6%,-2.4,-15.7%,4.8%,-9.9%[11.5 µM],-14.9%,?,-0.5%,-3.4%,-0.4%,1.2%
Cc1noc(NC(=O)c2ccccc2Cl)c1C#N,-0.9%,-2.3,0.5%,3.1%,-2.3%,33.9%,-0.6%,2.2%,?,3.3%,-5.5%
COc1ccc(-c2nn(-c3ccccc3)cc2/C=C2/SC(=S)N(CCC(=O)O)C2=O)cc1,?,7.3,-22.1%,11.8%,/,0.2%,4.8%,-5.1%,-8.5%,-11.3%,2.5%
CN(CC(=O)Nc1ccccc1-c1ccccc1)Cc1ccccc1Cl,-16.0%,-5.8,?,6.5%,-1.6%,-7.8%,-5.3%,0.8%,10.2%,-9.1%,-7.4%
CC(C)(C)NC(=O)CN(Cc1ccc2c(c1)OCO2)C(=O)CCC(=O)Nc1nccs1,12.2%,8.5,2.2%,-5.0%,3.2%,?,-4.8%,2.0%,-1.0%,-23.7%,1.3%
Cc1cccc(C)c1NC(=O)c1sc(Cl)nc1C,10.0%,-3.7,-8.8%,-3.6%,3.8%,5.3%,-7.2%,-0.2%,-0.5%,-0.1%,0.2%
COc1ccccc1C(=O)COC(=O)Cn1c(C)csc1=O,/,0.1,17.5%,4.8%,/,/,/,-0.2%,/,-13.7%,1.8%
O=C(CSc1nnc2c(n1)[nH]c1ccc(S(=O)(=O)N3CCOCC3)cc12)Nc1ccccc1Cl,?,-5.1,-20.6%,13.0%,-21.9%,15.5%,9.1%,-0.7%,-7.6%,2.2%,-3.3%
O=C(NCc1ccncc1)c1ccc(Cn2cc(C(F)(F)F)ccc2=O)cc1,/,0.2,-8.4%,0.9%,0.1%,10.3%,1.7%,0.8%,-2.2%,-0.4%,4.9%
Brc1ccc(-c2nc(-c3ccncc3)no2)cc1,-1.2%,-18.7,?,5.4%,/,-5.4%,-1.0%,3.16µM*,?,2.39µM*,2.24µM*
O=C(CCN1CCN(c2ccc(Cl)cc2)CC1)Nc1ccccc1F,-15.5%,-24.0,-10.3%,3.6%,-1.0%,2.9%,-14.2%,0.4%,4.8%,0.4%,-0.1%
O=c1c(-c2ccccc2)nc(-c2ccccc2)cn1O,-3.4%,-17.7,?,-0.7%,-8.3%,10.2%,-8.7%,20.6%,-2.3%,?,14.2%
Cc1nnc2c(NCCC(C)C)nc3ccccc3n12,-3.3%,17.8,5.3%,0.2%,/,-17.8%,-0.1%,4.1%,15.5%,-0.6%,-5.5%
Cc1nc2nc(NC(=O)c3ccco3)[nH]n2c(=O)c1C,/,-13.7,19.8%,0.5%,/,-10.3%,1.6%,1.5%,1.5%,-2.1%,8.4%
COc1ccc2[nH]c(-c3cccc(F)c3)cc(=O)c2c1,0.6%[94.6 µM],12.4,?,-4.7%,-4.9%,8.4%[96.6 µM],12.9%,-6.1%,12.0%[96.6 µM],15.1µM*,22.3%
CS(=O)(=O)N1CCC(C(=O)Nc2ccc(Cl)c(C(F)(F)F)c2)CC1,25.5%,7.2,-2.6%,-3.4%,2.9%,32.1%,4.6%,-1.4%,-29.9%,5.2%,-4.8%
COc1ccc(C(=O)N(Cc2ccccc2)c2ccc(C)cc2)cc1S(=O)(=O)N1CCOCC1,/,-30.3,5.6%,7.8%,/,/,/,-4.4%,/,?,0.0%
COc1ccccc1OCCNC(=O)CNC(=O)c1ccc(Cl)c(Cl)c1,/,-5.3,7.9%,-8.1%,/,/,/,-1.8%,/,-0.4%,0.3%
CCc1nn2c(NCCOC)cc(C)nc2c1-c1ccc(F)cc1,0.6%,-9.4,-14.0%,3.2%,/,-10.3%,-6.2%,10.3%,-11.5%,-16.3%,-0.1%
Cc1cc(NC(=O)Cn2nc(C(F)(F)F)c3c2CCCC3)no1,1.2%,25.4,-3.2%,-10.6%,6.0%,8.8%,4.4%,-6.2%,-0.3%,5.3%,0.2%
COc1ccccc1NC(=O)C(O)C(O)C(=O)Nc1ccccc1OC (centres undefined),14.8%,1.9,-0.5%,2.4%,7.5%,-17.6%,4.7%,-2.6%,1.8%,1.4%,-3.6%
COc1cccc(CN2CCN(Cc3ccc4cccc(F)c4n3)CC2CCO)c1 (centres undefined),-17.4%,-18.4,-9.4%,-3.9%,5.9%[11.5 µM],?,-7.5%,-2.8%,-27.6%,2.7%,0.3%
Cc1cccc(-n2nnc(C(=O)NCc3ccc4c(c3)OCO4)c2N)c1,/,-1.0,-8.4%,7.5%,3.1%,?,-2.3%,7.0%,-5.0%,1.8%,6.7%
S=C(c1ccc(-c2cccc(Cl)c2)o1)N1CCCCC1,8.3%,0.6,?,-4.8%,?,?,43.1%[activator],2.51µM*,?,2.69µM*,3.55µM*
Nc1c(N(Cc2ccco2)C(=O)c2ccccc2F)c(=O)[nH]c(=O)n1Cc1ccccc1,/,21.6,2.4%,-4.3%,/,/,/,-5.3%,/,3.7%,-2.4%
Cc1ccccc1NC(=O)C(=O)NCCCN1CCOCC1,15.0%,1.0,17.3%,0.5%,-7.0%,-20.3%,0.3%,2.5%,18.6%,0.1%,1.8%
O=C(NCc1ccccn1)C(=O)Nc1cc2c3c(c1)CC(=O)N3CCC2,/,-8.5,0.0%,-12.1%,/,/,/,-6.3%,/,1.0%,-0.9%
c1ccc(-c2noc(-c3ccc4ccccc4c3)n2)cc1,28.6%,8.0,?,-0.6%,2.2%,3.55µM*,-6.2%,-14.5%,25.1µM*,0.269µM*,-16.5%
O=C(CCNS(=O)(=O)c1cccs1)NCc1ccco1,-13.9%,0.4,-1.8%,1.2%,10.5%,-5.2%,1.8%,-10.6%,-3.4%,-2.5%,-6.0%
COc1cc(C(=O)NCc2nnc(SCC(=O)Nc3cccc(C(F)(F)F)c3)o2)cc(OC)c1OC,/,?,-11.7%,-4.3%,/,0.0%,-4.5%,-2.6%,-5.4%,-0.4%,1.0%
Cc1cc2ccccc2c(=O)n1CC(=O)NCC(=O)N1CCN(c2ccccc2F)CC1,-14.8%,-11.3,3.5%,-3.9%,8.8%,-31.1%,-2.3%,-0.1%,?,5.1%,0.1%
CCC/C=N/NC(=O)c1cc(Br)ccc1O,10.8%,4.1,8.9%,3.5%,-4.2%,11.2µM*,-0.7%,-3.0%,?,-15.0%,-0.2%
O=C(CCN1C(=O)c2ccccc2S1(=O)=O)N1CCN(c2cccc(Cl)c2)CC1,/,-1.4,-12.2%,-0.1%,/,/,/,-2.1%,/,-11.4%,0.2%
COC(=O)[C@@]1(Cc2ccc(OC)cc2)[C@H]2c3cc(C(=O)N4CCCC4)n(Cc4ccc(OC)c(OC)c4)c3C[C@H]2CN1C(=O)c1ccccc1,?,/,-14.8%,-1.3%,1.4%&0.6%,18.6%&8.4%,60.4%[activator],0.6%,-21.5%&-3.5%,1.9%,-7.4%
NC(=O)CC(NC(=O)Cc1cccc2ccccc12)c1ccc(N2CCN(c3ccc(F)cc3)CC2)c([N+](=O)[O-])c1 (centres undefined),/,-0.1,-5.6%,11.5%,-2.9%,17.3%,5.6%,-1.9%,-6.5%,-1.3%,-1.6%
Cc1cc(N2CCN(c3ccccc3)CC2)n2c(n1)nc1ccccc12,-12.2%,-7.1,?,-5.5%,-2.8%,-0.3%,10.0%,-0.1%,-4.6%,-0.2%,1.9%
O=C(CSc1nnc(CNc2ccc(F)cc2)o1)OC1CCCCC1,-2.2%,4.3,15.9%,-0.6%,-1.6%,-7.7%,5.6%,8.9%,-1.2%,1.3%,-7.8%
CC1=C(C(=O)OCc2ccccc2)C(c2ccccc2)NC(=O)N1 (centres undefined),-9.2%,-6.4,-9.7%,-1.2%,2.6%,/,5.5%,0.0%,/,0.1%,-4.0%
Cc1ccccc1C(=O)NC(CC(C)C)C(=O)Nc1ccc(F)c([N+](=O)[O-])c1 (centres undefined),9.8%,0.4,-4.0%,-1.5%,8.5%,17.5%,5.6%,-2.2%,9.5%,7.5%,-0.6%
